Bioassay records as filed in PubChem.
Pol kappa inh = DNA polymerase kappa (human) inhibition. Q9UBT6. purified Pol kappa, fluorescent DNA synthesis assay, 10 min. Potency, µM (highest dose often 107 µM), for the others: top-dose activity, negative = inhibition, usual class: inhibitors. 400,000 tested, 0.53% active. AID 588579; note: potency is the fitted concentration of half-maximal effect; % is set by controls: 0 for no effect and ±100 for the full control effect
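Enzyme at 10 nM met test compounds for 15 min at room temperature. Substrate addition (50 nM final) began the reaction, which was monitored by fluorescence at 0 and 10 min.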
APE1 inh = blocks human APE1 abasic DNA cleavage; recombinant APE1, TAMRA/BHQ-2 abasic DNA cleavage fluorescence; 350,000 tested, 0.35% active; AID 2517; Potency, µM (doses to about 65.8 µM), for inactives: at the top dose activity change, negative = inhibition, hits mostly inhibitors;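 note: potency is the fitted concentration of half-maximal effect; plate controls were vehicle for no effect and reference inhibitor for full effect; nearly all actives have a fitted effect of over 55% in size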
Target sequence (P27695 whole entry, looked up): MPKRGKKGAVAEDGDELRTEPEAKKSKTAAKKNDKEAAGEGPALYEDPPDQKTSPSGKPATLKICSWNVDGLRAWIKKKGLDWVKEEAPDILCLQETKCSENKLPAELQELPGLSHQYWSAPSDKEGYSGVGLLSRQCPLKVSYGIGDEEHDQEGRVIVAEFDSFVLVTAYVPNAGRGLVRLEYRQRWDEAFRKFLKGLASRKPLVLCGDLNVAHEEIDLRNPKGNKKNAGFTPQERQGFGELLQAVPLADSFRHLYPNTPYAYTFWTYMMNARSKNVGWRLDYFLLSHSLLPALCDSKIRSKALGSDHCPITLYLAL
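Quantitative HTS: incision of a TAMRA/BHQ-2 double-stranded substrate bearing a tetrahydrofuran abasic site by 0.75 nM APE1 raises fluorescence. Substrate 50 nM final, added after 15 min compound preincubation at room temperature; progress as third-minus-first kinetic read difference.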
Tb PGK inh = blocks T. brucei phosphoglycerate kinase | 380,000 tested, 0.043% active | PGK/GAPDH coupled, Kinase-Glo luminescence, 60 min | Potency, µM (top dose mostly 57.5 µM), without a hit: at the highest dose activity change, negative = inhibition, usual class: inhibitors | AID 602233 | P07378; note: potency is the fitted concentration of half-maximal effect; % is set by controls: 0 for no effect and ±100 for the full control effect; nearly all actives have a fitted effect of over 60% in size
Target sequence (P07378 whole entry, looked up): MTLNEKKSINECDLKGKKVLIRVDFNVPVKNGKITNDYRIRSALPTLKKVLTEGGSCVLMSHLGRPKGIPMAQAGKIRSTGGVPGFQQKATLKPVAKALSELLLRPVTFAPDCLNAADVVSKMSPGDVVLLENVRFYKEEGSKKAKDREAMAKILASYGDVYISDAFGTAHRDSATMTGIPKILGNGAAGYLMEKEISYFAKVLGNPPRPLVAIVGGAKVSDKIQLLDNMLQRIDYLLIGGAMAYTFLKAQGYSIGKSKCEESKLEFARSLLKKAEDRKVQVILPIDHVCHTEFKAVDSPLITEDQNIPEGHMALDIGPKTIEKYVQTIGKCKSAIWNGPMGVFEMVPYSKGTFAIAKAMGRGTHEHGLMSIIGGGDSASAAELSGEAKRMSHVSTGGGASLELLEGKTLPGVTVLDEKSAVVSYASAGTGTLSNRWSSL
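Recombinant glycosomal PGK reaction used 1,3-bisphosphoglycerate generated in-well by GAPDH (100nM final) in 100mM TEA pH 7.6, 5mM MgCl2, 0.01% Tween-20. After 60 minutes at room temperature, ATP was read by Kinase-Glo Plus luminescence end-point.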
BLM inh = inhibitors of human Bloom syndrome helicase BLM; recombinant BLM DNA unwinding, fluorescence dequenching; Potency, µM (doses to about 56.1 µM), for inactives: at the highest dose activity change, negative = inhibition, actives largely listed as inhibitors; 350,000 tested, 0.2% active; AID 2528;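 note: potency is the fitted concentration of half-maximal effect; plate controls were vehicle for no effect and no enzyme for full effect; nearly all actives have a fitted effect of over 35% in size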
RXFP1 antag = RXFP1 (human) relaxin receptor antagonism; HEK293-RXFP1, relaxin-stimulated cAMP HTRF, 30 min; stronger effect = lower value; activity change, negative = inhibition, % at 57.5 µM; AID 1259400; Q9HBX9; 350,000 tested, 0.59% active;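 active = activity change of -60% or lower, but not beyond a set lower limit; inconclusive = change between -60% and -40%, or beyond the set limit; inactive = change above -40%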; note: % is set by controls: 0 for no effect and ±100 for the full control effect
POLH inh = inhibitors of human DNA polymerase eta; recombinant Pol eta, fluorescent DNA replication assay; 390,000 tested, 1.2% active; Potency, µM (doses to about 114 µM), for the others: top-dose activity change, negative = inhibition, hits mostly inhibitors; note: potency is the fitted concentration of half-maximal effect; % is set by controls: 0 for no effect and ±100 for the full control effect
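Pol eta at 10 nM preincubated with compounds 15 min at room temperature; reaction started with fluorescent substrate (50 nM final) and read kinetically at 0 and 10 min.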
Pol beta inh = DNA polymerase beta (human) inhibition. Potency, µM (highest dose often 114 µM), for the others: at the top dose activity change, negative = inhibition, hits mostly inhibitors. 340,000 tested, 1.3% active. Pol beta primer extension/strand displacement, fluorescence kinetic; note: potency is the fitted concentration of half-maximal effect; % is set by controls: 0 for no effect and ±100 for the full control effect
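Pol beta (10 nM) was preincubated with compound for 15 min at room temperature. The reaction was then started with 50 nM substrate and read immediately and after a further 10 min at room temperature.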
POLI inh = inhibitors of human DNA polymerase iota; Q9UNA4; Pol iota fluorescent replication assay, 10 min; Potency, µM (series often up to 115 µM), inactives show at the top dose activity, negative = inhibition, usual class: inhibitors; 390,000 tested, 1% active; AID 588590; note: potency is the fitted concentration of half-maximal effect
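Pol iota at 10 nM preincubated 15 min with compounds at room temperature; reaction started with fluorescent substrate, 50 nM final. Fluorescence read kinetically at 0 and 10 min; buffer-only wells as negative control.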
Apoferritin bind = binds horse apoferritin like a general anesthetic | apoferritin/1-aminoanthracene competitive binding, fluorescence | 350,000 tested, 0.074% active | Potency, µM (top dose mostly 77.5 µM), for the others: at the top dose activity change, negative = displacement, hits mostly inhibitors; note: potency is the fitted concentration of half-maximal effect; % is set by controls: 0 for no effect and ±100 for the full control effect; nearly all actives have a fitted effect of over 20% in size
Target sequence (P02791 2-175 limits assumed): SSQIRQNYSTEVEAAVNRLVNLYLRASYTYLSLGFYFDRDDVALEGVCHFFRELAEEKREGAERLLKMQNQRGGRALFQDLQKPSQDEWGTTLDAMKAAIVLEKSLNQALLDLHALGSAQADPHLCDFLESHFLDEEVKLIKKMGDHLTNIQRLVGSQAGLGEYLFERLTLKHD
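Read-out: endpoint 1-AMA fluorescence, excitation 380 nm and emission 535 nm, after compounds sit 10 min at room temperature with 10 uM horse-spleen apoferritin in 50% saturated 1-AMA/PBS. Values come from four-parameter Hill fits.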
Numbers without * were called inactive; i = inactive; ? = inconclusive; . = not tested or not shown; [ ] = dose if it differs, or a comment. Unless noted, calls come from the whole dose curve; as a rule, active = well fitted curve in the direction sought with a large enough effect; inconclusive = small, poorly fitted or top-dose-only effect, or another doubt; inactive = no such curve, though single readings can be large; an effect the other way counts as inactive or inconclusive. A portion of the library. The share of hits here may be higher or lower than overall.

item	Pol kappa inh	APE1 inh	Tb PGK inh	BLM inh	RXFP1 antag	POLH inh	Pol beta inh	POLI inh	Apoferritin bind	structure
1	-16%	-1%	-5%	-3%	-8	-3%	7%	150%[activator]	127%[activator]	Nc1ccc2c3c(cccc13)C(=O)N(c1ccccc1)C2=O
2	-6%	-6%	6%	-5%	-25	0%	-27%	-6%	-5%	Cc1nc(N)nc(Cl)c1Cc1ccc(Cl)cc1
3	-1%	-3%	-3%	-6%	6	-22%	8%	194%[activator]	-1%	CC(=O)Nc1ccc(NC(=O)COC(=O)c2ccccn2)cc1
4	-8%	-4%	-3%	0%	-3	-4%	20%	-2%	2%	COc1ccc(S(=O)(=O)Nc2ccccc2OC)cc1NC(=O)Cc1cccs1
5	-2%	2%	-8%	-2%	-5	-5%	-4%	43%[activator]	-2%	CC(C(=O)N1CCCC1)c1ccc([N+](=O)[O-])cc1 (stereo not drawn)
6	-17%	15%	-1%	-1%	0	4%	17%	12%	-2%	N=c1n(-c2ccccc2)c(O)cc(=O)n1-c1ccccc1
7	-9%	6%	4%	-6%	-11	9%	-24%	13%	?	COc1cc(SC)ccc1C(=O)N1CCN(c2ccccc2)CC1
8	-7%	34%	-7%	4%	14	2%	3%	?	-5%	C#CCOc1ccccc1CNC1CCN(Cc2ccccc2)CC1
9	-25%	.	-3%	.	-1	-12%	.	96%[activator]	.	COC1OC2COC(c3ccccc3)OC2C2OC12 (stereo not drawn)
10	-14%	.	-3%	-1%	.	-13%	-2%	12%	0%	Cc1cc(NC(=O)CN(C)S(=O)(=O)c2ccc3c(c2)CCCC(=O)N3)ccc1Br
11	-10%	-3%	-2%	-2%	-1	-1%	29%	50%[activator]	-16%	Cc1nn(-c2ncc(C(F)(F)F)cc2Cl)c(=O)n1-c1ccccc1Cl
12	-4%	19%	-11%	.	-15	?	.	?	.	O=C(Cn1ncc(Cl)c(Cl)c1=O)Nc1ccc2c(c1)OCO2
13	-6%	-3%	-7%	0%	-12	2%	0%	18%	-12%	CCOC(=O)c1c(C)nc2c(c1-c1cc(OC)c(OC)c(OC)c1)C(=O)c1ccccc1-2
14	7%	41%	-5%	-1%	1	-19%	5%	-8%	4%	O=C(CCN1CCCCC1=O)NC1CCCc2c1cnn2-c1ccccc1F (stereo not drawn)
15	5%	16%	-10%	.	.	-18%	.	21%	.	CCCCCCN1C(=O)CC(NC(=O)OCC2c3ccccc3-c3ccccc32)C/C=C\C1C(C)C (stereo not drawn)
16	1%	-6%	-9%	1%	5	1%	11%	-2%[58.9 µM]	-12%	Cn1c(=O)c2c(SCc3cccc(C(F)(F)F)c3)nc(-c3ccco3)nc2n(C)c1=O
17	-11%	-3%	1%	-12%	7	-10%	18%	23%	?	CC(C)C(=O)NC(NC(=S)Nc1cccc2cccnc12)C(Cl)(Cl)Cl (stereo not drawn)
18	2%	15%	-6%	-3%	-2	-17%	15%	-12%	-3%	Nc1ncc(Br)cc1S(=O)(=O)NCCC(=O)N1CCN(c2ccccc2)CC1
19	3%	-6%	-2%	-12%	.	-24%	?	?	-5%	O=C(NCc1cc(C(F)(F)F)cc(C(F)(F)F)c1)C1CC(c2c(Cl)cccc2Cl)=NO1 (stereo not drawn)
20	3%	-3%	1%	-3%	-10	3%	-1%	17%	-9%	CN1CCN(C(=O)c2ccc(CN3CCOCC3)cc2)CC1
21	8%	5%	2%	1%	12	9%	49%	129%[activator]	6%	CC1=CC=CN2C1=NC(=O)CC2(C)C(=O)N(CC(=O)NC1CCCC1)Cc1ccccc1 (stereo not drawn)
22	-5%	.	-7%	-6%	.	-10%	-9%	2%	-11%	CC(C)c1ccc(NC(=O)Cn2c(=O)oc3cc(S(=O)(=O)N4CCCC4)ccc32)cc1
23	-7%	-12%	-3%	-25%	2	2%	-20%	15%	-7%	O=C(N/N=C1\CCSc2ccc(F)cc21)c1cccnc1
24	-8%	-3%	2%	-1%	-7	-10%	0%	-6%	?	COc1ccc(Cc2nnc(Nc3ccc(C)cc3C)[nH]c2=O)cc1
25	10%	39%[activator]	-5%	.	-4	-12%	.	-21%	.	Cc1ccc(S(=O)(=O)N2CCN(C(=O)CSC(=S)N3CCCC3)CC2)c(C)c1
26	0%	9%	-10%	.	-11	-11%	.	11%	.	Cc1ccc(S(=O)(=O)N2CCCCC2)cc1NC(=O)c1ccncc1
27	2%	3%	-7%	4%	-8	-22%	29%	113%[activator]	-3%	COC(=O)CSc1nnc(CNS(=O)(=O)c2ccc(Br)cc2)n1C
28	0%	19%	i	-1%	-9	-11%	33%	73%[activator]	-3%	CCOC(=O)c1cnc(SCCN2CCOCC2)nc1N
29	-9%	30%	-1%	-1%	7	-10%	2%	?	-11%	CCOC(=O)C1=C(O)C(=O)N(c2ccc(S(N)(=O)=O)cc2)C1c1ccc(OC)cc1 (stereo not drawn)
30	-8%	1%	6%	2%	-16	-17%	7%	24%	-10%	COc1ccc(NC(=O)CSc2nnc(Cn3cnc4ccccc43)n2C)cc1
31	-5%	9%	-7%	-1%	4	-20%	41%	44%[activator]	-4%	CCOc1ccc(CC(=O)NCC(=O)NCc2cc(=O)n(C)c(=O)n2C)cc1
32	-12%[60.1 µM]	.	8%	-6%	-8	-16%	0%	3%	-5%	O=C(c1ccc2c(c1)N(Cc1cccc(Cl)c1)C(=O)c1ccccc1S2=O)N1CCN(c2cccc(C(F)(F)F)c2)CC1 (stereo not drawn)
33	?	.	-5%	1%	.	-11%	1%	?	-7%	COc1cccc(C2CC(=O)Nc3c2c(=O)n(C)c2nc4ccccc4n32)c1 (stereo not drawn)
34	2%	55%[activator]	1%	-1%	-5	-13%	?	7%	-17%	CC(C)c1ccc(OCC(=O)N(Cc2ccco2)C2CCS(=O)(=O)C2)cc1 (stereo not drawn)
35	4%	.	-5%	.	.	-22%	.	43%	.	CCCCN1C(=O)C(C(=O)OCC)CC2=C1CCCC2=O (stereo not drawn)
36	0%	8%	-15%	0%	-1	-7%	4%	35%[activator]	-3%	Cc1cccc(NC(=O)c2ccc(S(=O)(=O)N3CCOCC3)cc2)n1
37	-5%	-7%	-7%	-17%	.	-11%	1%	1%	-16%	CN(Cc1ccccc1)C(=O)c1[nH]cnc1C(=O)N[C@@H](Cc1ccccc1)C(=O)OCc1ccccc1
38	-19%	34%	-2%	-7%	9	-26%	-14%	18%	-20%	CC1(C)Cc2c(sc3ncnc(NN)c23)CO1
39	-1%	7%	-3%	-1%	-7	-13%	0%	-2%	-7%	COc1cc(C(=O)N/N=C/c2cc([N+](=O)[O-])cs2)cc(OC)c1OC
40	4%	15%	-3%	-9%	1	-7%	13%	14%	-12%	COc1ccc(CNC(=O)C(=O)NCC2OCCN2S(=O)(=O)c2ccc(OC)c(OC)c2)cc1 (stereo not drawn)
41	-2%	1%	-7%	-1%	-6	-15%	0%	-15%	-5%	Cc1cccc(N(C)C(=O)CCS(=O)(=O)c2cccc3nonc23)c1
42	-2%	76%[activator]	-3%	-4%	-6	-10%	-8%	-11%	21%	COc1ccc(NC(=O)N2CCCC2C(=O)NC2CCCC2)cc1 (stereo not drawn)
43	4%	16%	i	-6%	-1	-15%	-20%	25%	1%	O=C(Cn1nc2n(c1=O)-c1ccccc1SC2)N/N=C/c1cccnc1
44	-10%	-5%	7%	4%	-16	-10%	13%	?	-8%	C1CSC2(N1)C1CC3CC2CC(C1)C31NCCS1 (stereo not drawn)
45	-17%	.	-7%	-1%	.	-22%	-3%	24%	-2%	Fc1ccc(Cc2cn3cc(-c4ccccc4)nc3s2)cc1
46	-10%	4%	-6%	5%	-4	-8%	7%	96%[activator]	-7%	CCOc1ccc(C(=O)NCCN2CCCCC2)c(OCC)c1

Molecules from the list above that contain a Cl atom:
item	Pol kappa inh	APE1 inh	Tb PGK inh	BLM inh	RXFP1 antag	POLH inh	Pol beta inh	POLI inh	Apoferritin bind	structure
2	-6%	-6%	6%	-5%	-25	0%	-27%	-6%	-5%	Cc1nc(N)nc(Cl)c1Cc1ccc(Cl)cc1
11	-10%	-3%	-2%	-2%	-1	-1%	29%	50%[activator]	-16%	Cc1nn(-c2ncc(C(F)(F)F)cc2Cl)c(=O)n1-c1ccccc1Cl
12	-4%	19%	-11%	.	-15	?	.	?	.	O=C(Cn1ncc(Cl)c(Cl)c1=O)Nc1ccc2c(c1)OCO2
17	-11%	-3%	1%	-12%	7	-10%	18%	23%	?	CC(C)C(=O)NC(NC(=S)Nc1cccc2cccnc12)C(Cl)(Cl)Cl (stereo not drawn)
19	3%	-6%	-2%	-12%	.	-24%	?	?	-5%	O=C(NCc1cc(C(F)(F)F)cc(C(F)(F)F)c1)C1CC(c2c(Cl)cccc2Cl)=NO1 (stereo not drawn)
32	-12%[60.1 µM]	.	8%	-6%	-8	-16%	0%	3%	-5%	O=C(c1ccc2c(c1)N(Cc1cccc(Cl)c1)C(=O)c1ccccc1S2=O)N1CCN(c2cccc(C(F)(F)F)c2)CC1 (stereo not drawn)
